# From PubChem BioAssay
# ANO1 block – mouse TMEM16A channel inhibition, primary screen; AID 588511; Q8BHY3; HEK293 TMEM16A/YFP iodide influx fluorescence, ionomycin; normalized B-score (activity score, 25-100; higher = stronger inhibition) at 10 µM; actives 1.2% (n = 310,000);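 active means ratio plate-corrected score three or more library SD toward inhibition, starting fluorescence score within five deviations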;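 further: score derived from kinetic fluorescence span divided by baseline fluorescence per well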
# Target sequence (Q8BHY3 whole entry, looked up): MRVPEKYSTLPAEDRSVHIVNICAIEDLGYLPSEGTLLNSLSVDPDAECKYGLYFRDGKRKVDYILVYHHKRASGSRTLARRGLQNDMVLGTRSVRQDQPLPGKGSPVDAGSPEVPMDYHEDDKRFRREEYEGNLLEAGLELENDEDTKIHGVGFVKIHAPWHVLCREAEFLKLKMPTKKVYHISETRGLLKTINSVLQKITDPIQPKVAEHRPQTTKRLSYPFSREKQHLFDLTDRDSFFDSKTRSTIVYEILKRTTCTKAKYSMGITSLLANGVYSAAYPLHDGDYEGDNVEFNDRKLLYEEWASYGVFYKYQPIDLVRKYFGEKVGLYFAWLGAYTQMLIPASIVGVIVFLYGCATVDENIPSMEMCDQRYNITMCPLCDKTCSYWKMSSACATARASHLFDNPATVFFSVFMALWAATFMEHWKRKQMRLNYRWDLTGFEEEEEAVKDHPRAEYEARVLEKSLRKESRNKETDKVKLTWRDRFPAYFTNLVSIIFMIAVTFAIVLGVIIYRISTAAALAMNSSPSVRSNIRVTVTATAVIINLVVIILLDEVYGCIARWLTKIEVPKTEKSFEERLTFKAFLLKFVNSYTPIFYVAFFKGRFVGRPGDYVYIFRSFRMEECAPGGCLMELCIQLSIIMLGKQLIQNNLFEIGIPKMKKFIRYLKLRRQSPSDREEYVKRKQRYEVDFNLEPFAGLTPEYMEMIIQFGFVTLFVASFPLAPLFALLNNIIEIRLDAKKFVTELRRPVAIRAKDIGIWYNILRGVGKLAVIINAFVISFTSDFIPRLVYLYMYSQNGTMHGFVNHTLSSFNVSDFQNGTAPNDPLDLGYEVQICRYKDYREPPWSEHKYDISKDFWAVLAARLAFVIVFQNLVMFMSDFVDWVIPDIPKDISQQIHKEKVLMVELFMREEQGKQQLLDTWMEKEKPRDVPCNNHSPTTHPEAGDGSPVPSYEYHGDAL
# KCNK3 block – human KCNK3 channel inhibition, primary screen; O14649; CHO-KCNK3 thallium flux, FluxOR fluorescence; stronger effect = lower value; actives 0.84% (n = 340,000); B-score at 10 µM;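 active means B-score under library mean minus 4 SD, starting fluorescence ratio at most library mean plus 5 SD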;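 further: more negative B-score means stronger inhibition of thallium flux through KCNK3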
# SKKanGAS inh – SKKanGAS growth inhibition. S. pyogenes SKKanGAS, kanamycin growth, BacTiter-Glo, 6 h. inhibition, % at 7.5 µM. actives 1.3% (n = 300,000). AID 1662;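 active means mean replicate score, as percent of positive control median, at least 50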;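 further: strain carries kanamycin resistance gene driven by streptokinase promoter and grows in 40 µg/ml kanamycin; loss of luminescence reflects streptokinase promoter inhibition or plain growth inhibition; 0% = median of DMSO wells and 100% = positive control at its reference dose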
# KCNQ1 act – potentiators or activators of human KCNQ1 potassium channel | P51787 | CHO-K1 KCNQ1, thallium flux FluxOR fluorescence; stronger effect = higher value | B-score at 10 µM | actives 0.35% (n = 310,000) | AID 2648;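 active means fluorescence ratio B-score, a plate-corrected score, at least three library SD, with initial intensity B-score within 5 SD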
#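 System: CHO-K1 cells stably expressing KCNQ1 / Medium: assay buffer for compound exposure, DMSO matched across wells / Reagent: thallium- and potassium-containing depolarizing buffer / Compound: one concentration, matched DMSO / Incubation: 20 min compound pretreatment at room temperature / Measured by: kinetic FluxOR fluorescence, 10 s baseline plus 110 s post-stimulus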
# hERG rescue – compounds protecting human hERG from proarrhythmic drug block | Q12809 | CHO-hERG, FluxOR thallium flux, dofetilide IC70 present | activation (rescue from dofetilide block), less the hit threshold, % at 10 µM | actives 0.51% (n = 310,000) | AID 1511;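 active means activation above the mean of controls blocked by dofetilide plus 5 SD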;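 further: thallium influx through hERG after potassium depolarization seen as dye fluorescence rise; in these data hits start at about 4.7%; inactives centre near -7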
# RGS4 act – RGS4 potentiation or activation; HEK293 M3R/inducible RGS4, carbachol calcium flux Fluo4; stronger effect = lower value; B-score at 10 µM; actives 0.92% (n = 310,000);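 active means B-score of the integrated calcium signal more than 4 SD below the library mean, with starting fluorescence not abnormally high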;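 further: negative B-score means reduced calcium response which marks RGS4 activation or potentiation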
#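 test system = HEK293 cells with stable M3R and inducible RGS4 | schedule = recording 10 s baseline at 1 Hz, 100 s post-agonist | technique = Fluo4-AM (2 µM) calcium-flux fluorescence, kinetic read | measure = Agonist-evoked peak-minus-minimum fluorescence over baseline, integrated ratio, B score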
# KCNK9 block – blocks the human KCNK9 two-pore domain potassium channel. B-score at 10 µM. Q9NPC2. HEK293 KCNK9, FluxOR thallium flux fluorescence; stronger effect = lower value. actives 1.2% (n = 310,000);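 active means ratio B-score over 3 SD below the library mean, with starting fluorescence within 5 SD of its mean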;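 further: negative B-score means less thallium flux so channel inhibition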
# RGS4 inh – inhibitors of human RGS4. AID 463165. actives 0.45% (n = 310,000). HEK293 M3R/RGS4 inducible, Fluo-4 calcium flux; stronger effect = higher value; triggered by carbachol at its EC20. B-score at 10 µM;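 active means B-score, a plate-corrected calcium signal, over three deviations above library mean, with baseline fluorescence within five deviations of library mean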;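 further: RGS4 expression induced by doxycycline in cells with stable M3 receptor; B-score is computed from the integrated fluorescence ratio over baseline after carbachol; higher B-score means a larger calcium signal and so more RGS4 inhibition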
# KCNQ1 inh – inhibitors of human KCNQ1 potassium channel. CHO-K1 KCNQ1, FluxOR thallium flux fluorescence; stronger effect = higher value. P51787. actives 1.3% (n = 310,000). B-score at 10 µM;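 active means compounds whose thallium flux B-score, printed positive for inhibition, exceeds three library SD while starting fluorescence stays within three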;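 further: channel opened by potassium depolarization with thallium stimulus after 20 min compound exposure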
# HDAC3 inh – blocks human histone deacetylase 3. O15379. recombinant HDAC3, fluorogenic peptide/trypsin coupled, fluorescence. inhibition, % at 8.3 µM. actives 0.15% (n = 320,000); in the data active means inhibition above about 26%, passing the limit was not always enough
# ANO1 activ – activates or potentiates the mouse TMEM16A chloride channel. AID 623877. HEK293 TMEM16A/YFP-H148Q/I152L, iodide quench fluorescence; stronger effect = lower value. actives 0.3% (n = 340,000). B-score at 10 µM. Q8BHY3;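 active means fluorescence-ratio B-score plate-corrected deviation score at least 3 library SD below zero, with starting fluorescence score within 5 deviations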;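 further: channel opened by trigger with iodide after compound preincubation; score built on the fluorescence ratio of max minus min over baseline; more negative score means more quench and so TMEM16A activation or potentiation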
# The depositor's hits bear a star; i = inactive; nt = not tested or not shown.
SMILES,ANO1 block,KCNK3 block,SKKanGAS inh,KCNQ1 act,hERG rescue,RGS4 act,KCNK9 block,RGS4 inh,KCNQ1 inh,HDAC3 inh,ANO1 activ
O=C(CCc1nnc(CCCCc2ccccc2)o1)N1CCCC(O)C1 (stereo not given),i,i,-29,i,-6,i,i,i,i,nt,i
CC(C)c1cc(-c2cc(C(=O)Nc3ccccc3)on2)nc(NCC2CC2)n1,i,nt,9,i,-5,i,i,i,i,-3,nt
O=c1[nH]cnc(O)c1C(c1cccc([N+](=O)[O-])c1)c1c(O)nc[nH]c1=O,i,i,0,i,-6,i,i,i,i,4,i
Cc1ccc(OCc2cc(C(=O)N3CCC(C(O)C(C)C)CC3)no2)cc1C (stereo not given),i,i,-9,i,-9,i,i,i,i,2,i
Cc1ccc(NS(=O)(=O)c2cc([N+](=O)[O-])ccc2NNC(=S)Nc2cccc(Cl)c2)c(C)c1,100*,i,88*,i,-17,i,i,i,6*,-10,i
CCOc1ccc2nc(SCC(=O)N(C)C3CCS(=O)(=O)C3)[nH]c2c1 (stereo not given),i,i,-6,i,-8,i,i,i,i,-4,i
O=C(NCc1ccco1)/C(=C\c1ccccc1)NC(=O)c1ccccc1,i,i,0,i,-4,i,i,i,i,0,i
COc1ccc2oc(=O)c(-c3nc4ccccc4o3)cc2c1,i,i,-6,i,-10,i,i,i,i,-2,i
Cc1no[n+]([O-])c1COc1ccc(/C=N/n2nnnc2N)cc1,i,i,1,i,-10,i,i,i,i,3,i
COc1ccc(-n2nnc3c(SCc4ccccc4)ncnc32)cc1,i,i,19,i,-4,i,i,i,i,-12,i
COc1ccc(CN2CCN(C3CCC3)CC2CCO)cc1C (stereo not given),i,i,-6,i,-1,i,i,i,i,-2,i
CCC(NS(=O)(=O)c1ccc(OC)cc1)C(=O)O (stereo not given),i,i,2,i,-2,i,i,i,i,nt,i
NC1=NC(c2ccc(Cl)cc2)n2c(nc3ccccc32)N1 (stereo not given),i,i,-1,i,-7,i,i,i,i,2,i
CCOc1ccc(-c2c(C(=O)N/N=C(\C)c3ccncc3)nnn2-c2nonc2N)cc1,i,i,10,i,-7,i,i,i,i,-3,i
O=c1cc(O)c2sc(Nc3cccc(C(F)(F)F)c3)nc2[nH]1,i,i,-4,i,-3,i,i,i,i,0,i
O=C(O)c1cccc(CN2C(=O)S/C(=C/c3ccccc3[N+](=O)[O-])C2=O)c1,i,i,-13,i,-9,i,i,i,i,nt,i
O=C(OCC(=O)N1CCCC1)c1cccc(Br)c1,i,i,3,i,-5,i,i,i,i,0,i
Cc1cccc(NC(=O)Nc2cnccn2)c1C,i,i,-4,i,-6,i,i,i,i,5,i
O=C1/C(=C/c2ccccc2O)SC(=S)N1Cc1cccnc1,i,i,-3,i,-3,i,i,i,i,-7,i
Cc1ccc(S(=O)(=O)NC(=O)Nc2ncc3c(n2)CC(c2ccco2)CC3=O)cc1 (stereo not given),i,i,nt,i,-3,i,i,i,i,5,i
CCOC(=O)c1[nH]c(C)c(C(=O)OCCOc2cccc(C)c2)c1C,i,i,-4,i,-6,i,i,i,i,1,i
Cc1ccc2c(c1)c1cccc3c1n2CCN3CCC(N)=O,i,i,11,i,-7,i,i,i,i,-7,i
Cc1nc2sc(C(c3ccco3)N3CCc4ccccc4C3)c(O)n2n1 (stereo not given),i,i,4,i,-10,i,i,i,i,6,i
Cc1noc(C)c1COc1cccc(C(=O)N2CCc3ccccc32)c1,i,i,0,i,-4,i,i,i,i,-6,i
COc1ccc(CCNC(=S)NC2CCN(Cc3ccccc3)CC2)cc1OC,i,i,-1,i,-14,i,i,i,i,-8,i
CN(C)CC(C)(C)CNC(=O)CC1C(=O)NCCN1Cc1ccc(-c2ccccc2)cc1 (stereo not given),i,i,0,i,-9,i,i,i,i,-2,i
COc1ccccc1CN1CC(C(=O)NCc2cc(C(C)C)no2)CCC1=O (stereo not given),i,i,-7,i,-6,i,i,i,i,13,i
Cc1c(NC(=O)CN2CCN(c3ccc(F)cc3)CC2)c(=O)n(-c2ccccc2)n1C,i,i,-5,i,-10,i,i,i,i,-2,i
O=C(Cn1c(-c2ccccn2)nc2ccccc21)NCCN1CCOCC1,i,i,-1,i,-9,i,i,i,i,-9,i
CC(C)(C)c1ccc(C(=O)Nc2ccc(CC(=O)O)cc2)o1,i,i,1,i,-3,i,i,i,i,5,i
Cc1cccnc1Sc1c([N+](=O)[O-])ncn1C,i,i,5,i,-16,i,i,i,i,4,i
Cc1c(C)c2cc(Cl)c(OCC(=O)N3CCN(c4ccc(F)cc4)CC3)cc2oc1=O,i,i,-1,i,-2,i,i,i,i,1,i
Cc1ccc(-n2c(SCC(=O)NC3CCS(=O)(=O)C3)nc3ccccc3c2=O)cc1 (stereo not given),i,i,5,i,-8,i,i,i,i,-4,i
CC(=O)Nc1ccc(S(=O)(=O)N(C)c2ccc(OCC(=O)OCC(=O)N3CCCCC3)cc2)cc1,i,i,-1,i,-10,i,i,i,i,6,i
CC(=O)c1ccc(N(C(=O)c2ccco2)C(C(=O)NC2CCCC2)c2ccc(N3CCOCC3)cc2)cc1 (stereo not given),i,i,0,i,-9,i,i,i,i,2,i
CCN1CCN(c2c(Cl)cccc2NC(=O)c2ccc([N+](=O)[O-])cc2)CC1,i,i,11,i,-6,i,i,i,i,-5,i
COC(=O)C1CCN(C(=O)C2CCN(C(=O)[C@@H](NS(=O)(=O)c3ccc(C)cc3)C(C)C)CC2)CC1,i,i,-1,i,-5,i,i,i,i,-2,i
CCCCCOc1ccc(C(=O)Nc2ccc(S(=O)(=O)Nc3cc(C)on3)cc2)cc1,i,i,26,i,-5,i,i,i,i,5,i
C/C(=N\NC(=O)c1ccc(CN2CCOCC2)cc1)c1ccc([N+](=O)[O-])cc1,i,i,-9,i,-5,i,i,i,i,4,i
CCCNC(=O)c1ccc(N2CCC3(CC2)CC(c2ccccc2)=NO3)c(NC(=O)c2cccc(OC)c2)c1,i,i,37,i,-32,i,i,i,i,1,i
O=C(Cc1ccccc1)Nc1nnc(-c2ccccc2)o1,i,i,-1,i,-2,i,i,i,i,5,i
Cn1c(=O)[nH]c(=O)c2c1nc(CN1CCN(c3cccc(Cl)c3)CC1)n2CCN1CCOCC1,i,i,1,i,-5,i,i,i,i,2,i
CC(=O)c1cc2c(cc1NC(=O)CCc1ccccc1)OCO2,i,i,2,i,-9,i,i,i,i,-8,i
CSc1ccc(/C=C(\C#N)C(=O)Nc2cccc(C)c2)cc1,i,i,6,i,-6,i,i,i,i,3,i
CC1S/C(=C(\C#N)C(N)=O)N(c2ccc(F)cc2)C1=O (stereo not given),i,i,-2,i,-8,i,i,i,i,-2,i
CC1(C)CC(=O)C(C=NCCc2ccc(S(N)(=O)=O)cc2)=C(O)C1,i,i,2,i,-17,i,i,i,i,2,i
O=C(NCc1ccc2c(c1)OCO2)C(=O)NCC1OCCN1S(=O)(=O)c1ccc(F)cc1 (stereo not given),i,i,1,i,-8,i,i,i,i,6,i
Cc1ccc(SC(=O)COc2ccc(C)c(C)c2)cc1,i,i,2,i,-7,i,i,i,i,3,i
CCOc1ncccc1C(=O)N(C)CC(=O)Nc1ccccc1SC,i,i,-7,i,-11,i,i,i,i,8,i
CCn1c(-c2ccoc2C)n[nH]c1=S,i,i,-3,i,-7,i,i,i,i,-2,i
COC(=O)c1sccc1NC(=S)Nc1cccc(F)c1,i,i,-7,i,-10,i,i,i,i,4,i
Cc1cc(C)c(O)c(-c2cc(C(=O)NCCc3ccc(S(N)(=O)=O)cc3)[nH]n2)c1,i,i,7,i,-5,i,i,i,i,3,i
CSc1ccc(C#N)cc1NC(=O)c1ccc(Cl)cc1,i,i,-7,i,-9,i,i,i,i,3,i
Cc1nc(-c2ccc(F)cc2)c(CC(=O)N2CCN(S(=O)(=O)c3cccc(Cl)c3)CC2)s1,i,i,1,i,-14,i,i,i,i,0,i
COc1ccccc1NC(=O)c1nn(C)cc1Br,i,i,-7,nt,nt,nt,nt,nt,nt,-10,i
COc1cc(OC)c(OC)cc1CN1CCN(C(=O)CC(C)C)CC1,i,i,-9,i,-4,i,i,i,i,-4,i
CCOC(=O)c1c(NC(=S)Nc2cccnc2)sc(C)c1C,i,i,13,i,-7,i,i,i,i,3,i
COc1cc(/C=N/NC(=O)CC2(C)OCCCO2)ccc1OCc1ccccc1,i,i,2,i,-8,i,i,i,i,1,i
COc1ccc(/C(=N/Nc2ncnc3ccccc23)C(=O)O)cc1,i,i,-1,i,-6,i,i,i,i,2,i
CCCOc1ccc(C(=O)NNC(=S)NC(C)=O)cc1,i,i,93*,i,-19,i,i,i,i,11,i

# An excerpt of these results, tab-delimited.
compound	ANO1 block	KCNK3 block	SKKanGAS inh	KCNQ1 act	hERG rescue	RGS4 act	KCNK9 block	RGS4 inh	KCNQ1 inh	HDAC3 inh	ANO1 activ
O=C1/C(=C/c2ccccc2O)SC(=S)N1Cc1cccnc1	i	i	-3	i	-3	i	i	i	i	-7	i
Cc1cccc(NC(=O)Nc2cnccn2)c1C	i	i	-4	i	-6	i	i	i	i	5	i

# Later entries
SMILES,ANO1 block,KCNK3 block,SKKanGAS inh,KCNQ1 act,hERG rescue,RGS4 act,KCNK9 block,RGS4 inh,KCNQ1 inh,HDAC3 inh,ANO1 activ
O=C(Nc1nc(-c2cccs2)c(-c2cccs2)s1)C1CCCC1,nt,i,36,i,-10,i,i,i,i,nt,i
CC(C1CC1)N(Cc1ccccc1)C(=O)NC(=O)c1ccccc1 (stereo not given),i,i,1,i,-12,i,i,i,i,4,i
Cc1ccc(N=Nc2c(C)[nH]n(C(N)=S)c2=O)cc1,i,i,-24,i,-9,i,i,i,i,3,i
COCCCNC(=O)c1cn(CCOC)c(=O)c2c1c1ccccc1n2C,i,i,-2,i,-3,i,i,i,i,-8,i
CC(C)NC(=O)c1ccccc1N(Cc1ccccc1)S(C)(=O)=O,i,i,9,i,-8,i,i,i,i,8,i
O=C(CCn1nnc2ccccc2c1=O)N[C@@H](Cc1c[nH]c2ccccc12)C(=O)O,i,i,7,i,-6,i,i,i,i,0,i
COc1ccc(C2OC(=O)CC2C(=O)NC2CCCCCC2)cc1OC (stereo not given),i,i,2,i,-8,i,i,i,i,0,i
Cc1cccc(C)c1NC(=O)CNC(=O)CCCc1c[nH]c2ccccc12,i,i,-7,i,-20,i,i,i,i,-7,i

# Outcome played no part in choosing rows. About 6.3% of those tested had a hit in this group.
